Bioassay records deposited in PubChem BioAssay by several laboratories.
P. falciparum M1AAP: malaria alanyl aminopeptidase activity blockers – biochemical, fluorogenic H-Leu-NHMec substrate, 1536-well (AID 1445); recombinant M1AAP, H-Leu-NHMec fluorogenic kinetic assay; higher % means a stronger effect; one-dose inhibition, % at 30 µM; IC50 in µM for titrated hits; 220,000 compounds, 0.42% hits;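 active = primary inhibition above the hit cutoff, then over 50% inhibition at one or more dose response concentrations, cut at about 23% in these data, passing the limit was not always enough; inconclusive = conflicting primary data, or primary hits not chosen for dose response; inactive = low primary inhibition, or under 50% at every dose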;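 also: plate controls were DMSO full reaction for no effect and no enzyme background for full effect; strong numbers were not always called active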
HEK293 NOD2/NF-kB: inhibition of NOD2-driven NF-kB reporter – cell-based, luminescence, uHTS, HEK293 (AID 1566); HEK293 NOD2/NF-kB luciferase reporter, luminescence; higher % means a stronger effect; inhibition, % at 4 µM, or EC50 in µM where a hit was titrated; 290,000 compounds, 0.63% hits; also: many of its hits are not listed in these tables
NOD1 NF-kB reporter: inhibition of NOD1-driven NF-kB reporter – cell-based, luminescence, uHTS, primary screen (AID 1578) | NOD1-driven NF-kB luciferase reporter cells, luminescence; higher % means a stronger effect | one-dose inhibition, % at 4 µM; EC50 in µM for titrated hits | 290,000 compounds, 1% hits; in the data active = inhibition mostly above about 36%, no sharp cut-off; inactive = mostly below about 34%;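 also: HEK-293T reporter cells stimulated with the NOD1 agonist gamma-tri-DAP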
KOR beta-arrestin-1: kappa opioid receptor activators – cell-based, luminescence, uHTS, primary screen (AID 1777) | KOR beta-arrestin recruitment, luminescence; higher % means a stronger effect | activation, % at 10 µM, or EC50 in µM where a hit was titrated | 280,000 compounds, 0.02% hits; in the data active = activation above about 50%, passing the limit was not always enough; also: a part of the inactive calls stands beside numbers as strong as those of hits
GPR55 activation: GPR55 agonists via beta-arrestin recruitment, primary screen, imaging, U2OS cells, beta-arrestin-GFP redistribution (AID 1961); U2OS GPR55 beta-arrestin-GFP redistribution imaging; higher % means a stronger effect; 290,000 compounds, 0.048% hits; activation, % at 10 µM; hits with a dose series show EC50 in µM;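 active = activation above 40% with more than 50 cells counted in the well; inconclusive = wells holding fewer than 50 cells, flagged as toxic or sparse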;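 also: U2OS osteosarcoma cells stably expressing GPR55 and beta-arrestin-GFP; plate controls were DMSO negative control for no effect and LPI positive control for full effect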
AID2073: disruptors of CaV2.2 binding to Mint1 – biochemical, HTRF (AID 2073) | HTRF protein-protein interaction, Mint1-CaV2.2; higher % means a stronger effect | one-dose inhibition, % at 20 µM; IC50 in µM for titrated hits | 290,000 compounds, 0.19% hits; in the data active = inhibition mostly above about 51%, no sharp cut-off; inconclusive = no clear call, values can overlap the other calls; inactive = mostly below about 53%; also: some results filed as inactive read as strong as hits
P. falciparum M17LAP: P. falciparum M17LAP inhibitors, primary screen, biochemical, fluorogenic H-Leu-NHMec substrate, 1536-well (AID 1619); recombinant M17LAP, H-Leu-NHMec fluorogenic kinetic assay; higher % means a stronger effect; inhibition, % at 30 µM, or IC50 in µM where a hit was titrated; 220,000 compounds, 0.38% hits;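 active = compound inhibiting the enzyme by more than half at any dose during confirmatory dose-response retesting; inconclusive = strong single-dose inhibitors picked by rank but not retested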;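 also: plate controls were full reaction with DMSO carrier for no effect and no enzyme background for full effect; strong numbers were not always called active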
Dynein cargo inh: blocks dynein driven cargo transport along microtubules; 3617.4 mouse cells, GR-EGFP nuclear translocation imaging; test concentration mostly 20 µM; stimulated with dexamethasone, 1 µM; active compounds read low; z-score, hits read low; 220,000 compounds, 0.47% hits; AID 1381;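 active = plate z-score of nuclear minus cytoplasmic receptor signal below a set negative limit, without overly bright fluorescence or cell loss, cut at about -3.5 in these data, passing the limit was not always enough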;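 also: z-score of nuclear minus cytoplasmic ring GR-EGFP intensity difference per well; some compounds called inactive have numbers as strong as hits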
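Buffer or medium: tet-free, stripped-serum medium; Also added: dexamethasone, 1.0 µM final; Technique: high-content fluorescence imaging after fixation; Times: 48 h induction, 1 h compound, 30 min dex at 37 °C; Read-out: per-cell GR-EGFP intensity, nucleus versus surrounding cytoplasmic ring, well-averaged.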
KOR beta-arrestin-2: KOR antagonists, beta-arrestin recruitment, cell-based, luminescence, uHTS (AID 1778); KOR beta-arrestin recruitment, luminescence, antagonist mode; higher % means a stronger effect; 290,000 compounds, 0.091% hits; inhibition, % at 10 µM; hits with a dose series show IC50 in µM; also: strong numbers were not always called active
Dynein cargo inh cytoplasmic EGFP: also measured in Dynein cargo inh; calls as there; z-score; measured here: cytoplasmic GR-EGFP intensity; active compounds read high
Dynein cargo inh nuclear GR-EGFP: recorded beside Dynein cargo inh, whose call it bears; z-score; measured here: nuclear GR-EGFP intensity;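 lower value marks the stronger effect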
Dynein cargo inh cell count: second read-out of Dynein cargo inh, no call of its own (marks repeat the call); z-score; measured here: cell count per field
The depositor's hits bear a star; ? = inconclusive; / = no result given; [ ] = remark or other dose. Rule as the data show it, unless noted: active = inhibition above about 50%; inactive = the rest. Some of the compounds tested; the hit share may differ from the screen's.

Values in the order – P. falciparum M1AAP, HEK293 NOD2/NF-kB, NOD1 NF-kB reporter, KOR beta-arrestin-1, GPR55 activation, AID2073, P. falciparum M17LAP, Dynein cargo inh, Dynein cargo inh cytoplasmic EGFP, Dynein cargo inh nuclear GR-EGFP, Dynein cargo inh cell count, KOR beta-arrestin-2
> CC(C)c1c(O)nc(SCc2ccc(F)cc2)[nH]c1=O
    /, 2%, -1%, -0.7%, -0.1%, 8%, /, /, /, /, /, -10%[20 µM]
> O=C(CN1CCCC1)Nc1ccccc1Sc1ccccc1
    -2%, 8%, -17%, 2.4%, -0.3%, -10%, -5%, -0.079, -0.23, -0.13, 0.31, -13%
> COc1ccc(C2NC(=O)N(C)C(C)=C2[N+](=O)[O-])cc1 (centres undefined)
    /, -6%, -3%, -1.8%, 0.0%, 5%, /, /, /, /, /, 11%
> Cc1cc(-c2nnc(-c3cc4ccccc4oc3=O)o2)c(C)n1-c1ccccc1
    8%, 7%, -47%, -0.5%, -0.2%, 29%, -11%, -1.6, -0.26, -0.49, 6.1, 9%
> Cn1c(COc2ccc3ccccc3c2)nnc1SCC(N)=O
    3%, -11%, -10%, 9.9%, -1.0%, -3%, 3%, -1.3, -0.3, -0.41, 0.35, -2%
> CC(=O)N(C1=C(N)C(=O)c2ccccc2C1=O)C(C)C
    2%, 16%, -28%, -5.7%, 0.1%, -2%, -1%, 0.055, -0.37, -0.059, 1.3, 1%
> CCc1ccc(/C=C2\SC(=S)N(CCC(=O)Nc3cc(C)on3)C2=O)cc1
    0%, 2%, -21%, 6.4%, -0.6%, 2%, -2%, -1.1, 0.84, -0.25, 0.43, 14%
> Cc1nc(NCc2ccccc2)c(C(N)=O)c2c1COC(C)(C)C2
    19%, 4%, 9%, -7.6%, -0.2%, -1%, -8%, 1.3, -0.19, 1.3, -0.72, -36%
> O=C(N/N=C/c1cccnc1)c1cccc(Br)c1
    /, 15%, 15%, 5.0%, 0.2%, -4%, /, /, /, /, /, -32%
> COCCN(C(=O)Nc1ccccc1OC)c1nc2ccccc2s1
    /, 11%, -20%, -3.4%, -0.2%, -8%, /, /, /, /, /, -15%
> CC(=O)Oc1ccc(/C(C)=N/N2CCN(Cc3ccc(C)cc3)CC2)cc1
    /, -4%, -25%, -6.6%, 0.3%, 5%, /, /, /, /, /, -22%[20 µM]
> Cc1ccnc(SCC(=O)N2CCN(c3cccc(Cl)c3)CC2)n1
    1%, -6%, -20%, -2.9%, -0.3%, -56%, 2%, -1.1, 2.1, 0.16, 1.8, 22%
> Nc1nc(-c2cc3ccccc3o2)cs1
    10%, -113%, -12%, 3.6%, 0.4%, -17%, -8%, 0.22, -0.19, 0.17, 0.27, -18%
> COc1ccc(/C=N\N=C2/SC(CC(=O)O)C(=O)N2c2ccc(O)cc2)cc1OC (centres undefined)
    5%, 3%, -32%, -4.8%, -0.2%, 14%, 68%, -0.28, -0.24, 0.14, 0.51, 9%
> CN(C)c1ccc(-c2nc3cnccn3c2Nc2ccc3c(c2)OCCO3)cc1
    11%, -77%, -12%, 6.1%, 0.3%, -15%, -8%, -0.71, -0.24, -0.0025, 0.67, 8%
> CCOC(=O)N1CCC(NC(=O)C2CCCN(S(=O)(=O)c3ccc4c(c3)oc(=O)n4C)C2)CC1 (centres undefined)
    2%, 4%, -10%, -5.1%, ?, 9%, 10%, 0.53, -0.2, 0.25, -0.64, 7%
> Cc1cc(NC(=O)NCc2ccccc2)c(=O)n(Cc2ccc(F)cc2)c1
    /, 9%, -21%, 5.4%, 0.2%, -5%, /, /, /, /, /, 1%
> CCCCC(=O)NC(NC(=S)N1CCOCC1)C(Cl)(Cl)Cl (centres undefined)
    9%, 0%, 11%, /, -0.2%, -65%, 0%, -0.44, -0.045, -0.33, 0.21, -15%
> COc1ccc(-c2sc(NC(=O)c3ccc(C)cc3)nc2-c2ccc([N+](=O)[O-])cc2)cc1
    -5%, 26%, 28%, 3.2%, -0.1%, 11%, 3%, -0.57, 0.88, -0.15, 0.15, 4%
> Cc1ccccc1NC(=S)N1CCCC1
    -1%, 10%, -22%, 7.1%, 0.1%, -11%, -4%, 0.66, -0.23, 0.11, -0.48, 21%
> CCc1cc2c(COC(=O)c3cccc(NS(C)(=O)=O)c3)cc(=O)oc2cc1O
    /, -32%, 29%, -3.9%, -0.2%, 34%, /, /, /, /, /, -33%
> Cc1cc(C)cc(NC(=O)C(=S)NCc2ccccc2)c1
    0%, -5%, -21%, 1.6%, -0.2%, -5%, -1%, -1.5, -0.32, -0.69, 1.1, -1%
> Cc1ccc(Cn2ccc(NC(=O)c3cc(C4CC4)on3)n2)cc1
    6%, 5%, -5%, 0.9%, -0.2%, -8%, 2%, -0.013, -0.25, 0.38, 0.21, 23%
> O=C(Nc1cccc(F)c1)c1cc(S(=O)(=O)N2CCC(C(=O)O)CC2)ccc1F
    2%, 0%, -7%, -3.6%, 0.3%, 6%, 27%, -0.38, -0.43, 0.031, 0.52, -2%
> COc1cc(/C=N/NC(=O)c2cc3ccccc3[nH]2)ccc1O
    /, 26%, 5%, -4.9%, 0.0%, 12%, /, /, /, /, /, -3%
> COc1ccc(CNC(=O)c2csc(Cc3ccccc3)n2)cc1
    3%, -28%, -38%, -6.4%, -0.2%, 3%, -5%, 0.36, -0.24, -0.39, 0.052, 25%
> Cc1ccccc1S(=O)(=O)Cc1ccc(C(=O)NCc2ccccc2)o1
    /, 4%, -5%, -1.4%, 0.2%, 3%, /, /, /, /, /, -31%
> O=C(CC(O)(c1ccccc1)C(F)(F)F)c1cccs1 (centres undefined)
    9%, 9%, -12%, -11%, -0.2%, 4%, 9%, 0.036, -0.33, 0.37, 0.2, 14%
> Cc1ccc(N2CC(c3nc4ccccc4[nH]3)CC2=O)c(C)c1 (centres undefined)
    8%, 9%, 5%, 9.5%, 0.8%, 9%, 3%, -1, -0.18, -0.2, 1.5, 0%
> CCCC(=O)Nc1ccccc1NC(C)=O
    -4%, -4%, -19%, 0.0%, -0.1%, 6%, 15%, -0.088, -0.24, 0.098, 0.89, 13%
> Cc1cc(C(C)(C)C)cc(S(=O)(=O)Nc2cccc(C(=O)O)c2)c1C
    4%, 8%, -11%, 2.2%, -0.1%, 3%, 2%, 0.61, 0.41, 0.98, -1.1, -14%
> Cc1c(NC(=S)NC(=O)c2cc3ccccc3o2)c(=O)n(-c2ccccc2)n1C
    10%, -10%, -27%, 2.6%, -0.3%, -2%, -10%, -0.11, -0.042, -0.45, 0.12, -10%
> CC(=O)Nc1nnc(SCC(=O)NCc2ccc3c(c2)OCO3)s1
    /, 14%, -8%, -1.0%, -0.1%, 10%, /, /, /, /, /, -5%
> CCOC(=O)C1=C(C)Nc2nc(SCC(=O)OC)nn2C1c1cc(F)cc(F)c1 (centres undefined)
    7%, 11%, -16%, -7.4%, 0.2%, 4%, -1%, 0.069, -0.24, 0.21, -0.23, 9%
> CCCCN(C)CCCNC(=O)c1cn(CC)c2ccc(S(=O)(=O)N3CCOCC3)cc2c1=O
    /, 14%, -17%, 3.0%, 0.3%, 0%, /, /, /, /, /, 8%
> Cc1ccc2[nH]cc(CCNC(=O)Nc3ccccc3)c2c1
    1%, 6%, -13%, -1.0%, -0.1%, 1%, 14%, -1, 0.032, -0.28, 0.85, -41%
> CC(=O)N/N=C(\C)C1COc2ccccc2O1 (centres undefined)
    -6%, 3%, -1%, 2.2%, -0.3%, 8%, 7%, 1.9, 0.48, 1.4, -1.6, 33%
> CN(C)S(=O)(=O)c1cccc(NC(=S)NN=C(Cc2ccccc2)Cc2ccccc2)c1
    6%, 19%, -22%, -3.4%, 0.8%, -4%, -1%, -0.56, -0.17, -0.2, 0.2, /
> S=C(c1ccc(-c2ccc(Cl)cc2)o1)N1CCCCC1
    8%, -171%, -1%, -2.5%, 0.0%, -9%, 2%, -0.4, -0.2, -0.32, -0.16, 23%
> Cc1ccc(OCC(=O)NCc2ccc3c(c2)OCO3)c([N+](=O)[O-])n1
    -2%, 9%, -18%, -3.5%, 0.2%, 0%, 12%, -1.6, 0.16, -0.72, 2.3, -6%
> C/C(CC(=O)Nc1ccc2c(c1)OCCO2)=N\NC(=O)c1cccc(O)c1
    /, -3%, -1%, 3.2%, 0.0%, 1%, /, /, /, /, /, -26%
> O=C(NC1CCCCCCC1)c1ccc2c(c1)OCO2
    6%, -101%, -35%, 0.7%, -0.2%, -3%, 7%, 2.6, -0.09, 0.52, -1.1, 32%
> O=C1CCC(=O)N1CCC(c1ccc(F)cc1)c1ccco1 (centres undefined)
    3%, -1%, /, -1.7%, 0.2%, 21%, 17%, -2.2, 0.13, -0.84, 0.23, 14%
> Cn1c(SCCN2CCCC2)nnc1C1CCN(S(=O)(=O)c2ccc(F)cc2)CC1
    /, -4%, -15%, -0.7%, 0.2%, 10%, /, /, /, /, /, -4%
> COc1ccc(CCNC(=O)CN2C(=O)COc3ccc(S(=O)(=O)N4CCCC4)cc32)cc1OC
    /, -7%, -13%, -0.3%, -0.2%, 13%, /, /, /, /, /, -31%
> Cc1cc(NC(=O)CCOc2ccccc2)no1
    /, 21%, -5%, 5.2%, -0.2%, 6%, /, -0.3, -0.27, -0.13, 0.7, 8%
> CCOc1ccc(/C=C2/Sc3ccc(C(=O)N4CCOCC4)cc3N(C)C2=O)cc1OC
    /, /, /, 8.5%, 0.3%, -52%, /, /, /, /, /, -14%
> O=C(NC1CCCc2c1cnn2-c1ccccc1F)c1ccccn1 (centres undefined)
    /, -50%, 21%, -3.4%, 0.6%, 3%, /, /, /, /, /, 6%
> CCCCc1ccc(NC(=S)N2CCN(C(=O)c3ccco3)CC2)cc1
    /, 13%, -12%, 2.1%, -0.1%, -28%, /, /, /, /, /, -24%
> CCOc1cccc(/C=C/c2ccc3ccccc3n2)c1OC(C)=O
    5%, -191%, -21%, 1.6%, -0.1%, 13%, -2%, -1.1, -0.28, -0.56, 0.55, -139%[20 µM]
> COc1cccc(C(=O)O/N=C/c2ccc(Sc3ccc(C)cc3)nc2)c1
    4%, 2%, -11%, 6.7%, -0.1%, 6%, -3%, -0.27, -0.05, -0.33, 0.42, 6%
